PAX8 reporter – inhibitors of PAX8 transcriptional activity in RMG-I cells; AID 652154; inhibition, % at 12.6 µM; RMG-I TPO-luciferase reporter, SteadyGlo, 24 h; 360,000 compounds, 1.2% hits;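 active = mean replicate inhibition at least 60% with every replicate also reaching 60%; inconclusive = only one of the two criteria is met; inactive = mean below 60% and not all replicates reaching 60%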;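 note: luciferase light reporting Pax8 driven TPO promoter activity; plate controls were median of neutral control wells for no effect and mitoxantrone controls for full effect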
GSIS activator – GLuc luminescence reporter in INS-1E cells, primary screen for activators of glucose-dependent secretion of insulin | INS-1E GLuc reporter insulin secretion, 2-3 h | activation, % at 16.6 µM | 370,000 compounds, 0.61% hits | AID 743287;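 active = lowest replicate activation of at least 40%, so every replicate reaches that level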;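 note: 0% = median of neutral control wells and 100% = median of IBMX positive control wells; some compounds called inactive have numbers as strong as hits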
XiGFP reactiv – activators of X-chromosome reactivation in mouse fibroblasts; XiGFP mouse fibroblasts, % GFP-positive cells imaging, 3 d; cells co-treated with 5-aza-dC sensitizer; scaled so ellipticine positive control = 100%; activation, % at 7.58 µM; 360,000 compounds, 0.055% hits; AID 743238;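 active = mean normalized replicate activation at least 10% and every replicate at or above 10%; inconclusive = only one of the two criteria met; inactive = mean below 10% and not all replicates reach 10%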;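 note: 0% = median of on-plate neutral control wells and 100% = ellipticine 6 µM median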
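System: 68-5-11 XiGFP fibroblast line; Timing: 3 days compound exposure; Compound dosing: one concentration, pinned; Benchmarks: positive control ellipticine, 6 µM final; Buffer or medium: DMEM containing 5-aza-dC.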
DENV2 CPE – DENV2-induced cell death inhibition; DENV2-infected cells, cytopathic effect rescue, plate reader; CPE inhibition, % at 9.99 µM; 350,000 compounds, 1.7% hits; AID 651640; in the data active = CPE inhibition above about 20%, passing the limit was not always enough; inconclusive = no clear call, values can overlap the other calls; tested in BHK-21 cells;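 note: 0% = median of neutral control wells and 100% = median of positive control wells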
ERp5 inh – ERp5 (human) disulfide isomerase inhibition; Q15084; ERp5 insulin aggregation, absorbance 650 nm, 90 min; inhibition, % at 9.99 µM; 350,000 compounds, 0.05% hits; AID 651711;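 active = mean replicate inhibition above about 25%, with every replicate also reaching it, limit read from the data, passing the limit was not always enough; inconclusive = only one of those two criteria met; inactive = neither criterion met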
Target sequence (Q15084 whole entry, looked up): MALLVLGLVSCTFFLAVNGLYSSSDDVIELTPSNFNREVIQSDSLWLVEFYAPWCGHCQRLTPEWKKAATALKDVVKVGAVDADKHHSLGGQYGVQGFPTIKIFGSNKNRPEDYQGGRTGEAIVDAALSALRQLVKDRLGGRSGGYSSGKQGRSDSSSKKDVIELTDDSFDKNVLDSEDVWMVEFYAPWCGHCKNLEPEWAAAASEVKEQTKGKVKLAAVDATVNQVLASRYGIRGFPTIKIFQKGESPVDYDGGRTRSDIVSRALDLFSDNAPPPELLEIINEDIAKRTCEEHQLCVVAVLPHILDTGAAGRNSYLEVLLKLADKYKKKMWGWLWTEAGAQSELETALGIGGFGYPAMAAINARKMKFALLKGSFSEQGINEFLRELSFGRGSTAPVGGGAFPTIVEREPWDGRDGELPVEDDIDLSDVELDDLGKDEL
EWS-Fli inh – inhibitors of EWS/Fli oncoprotein transcriptional activity | AID 651661 | A673 NR0B1-luciferase reporter, viability-normalised | inhibition, % at 12.6 µM | 350,000 compounds, 0.67% hits;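 active = mean inhibition of at least 50% after viability correction, with every replicate also passing that limit; inconclusive = mean reaches 50% but only one of two replicates passes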;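 note: firefly luciferase signal divided by Alamar Blue viability fluorescence both relative to DMSO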
ARNT-TACC3 inh – disrupts binding between human ARNT and TACC3; AlphaScreen His-ARNT PAS-B/GST-TACC3 binding, luminescence; TACC3 fragment carries E629A point mutation; inhibition, % at 9.99 µM; 390,000 compounds, 0.66% hits; AID 623870;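 active = mean inhibition of replicates at least 50% and at least half of replicates each reaching 50%; inconclusive = half or more replicates reach 50% but mean below 50%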;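 note: 0% = complete ARNT plus TACC3 wells and 100% = ARNT alone without TACC3; many hits fall short of the cut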
F508del corr – correctors of CFTR F508del function in bronchial epithelial cells; CFBE cells, YFP halide quenching; stimulated with forskolin plus potentiator P3; % fluorescence drop versus neutral controls; activity (quench increase), % at 7.58 µM; 350,000 compounds, 0.36% hits;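 active = mean added fluorescence quench of at least 8% versus neutral control, with both replicates also reaching 8%; inconclusive = only one of the mean or replicate conditions met; inactive = mean below 8% and not both replicates reaching 8%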;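 note: cells transiently co-express mutant CFTR-F508del with the halide-sensitive YFP; corrector assay measuring rescue of mutant channel to the surface after 24 h compound exposure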
Active calls of the source: *; ? = inconclusive; . = not tested or not shown.

Results follow in this order: F508del corr	EWS-Fli inh	XiGFP reactiv	ARNT-TACC3 inh	DENV2 CPE	ERp5 inh	GSIS activator	PAX8 reporter
1) CN(C)/C(=N\O)c1c(Cl)cccc1Cl
  -0.3	3	0.1	-2	-4	1	.	-29
2) CCOC(=O)c1ccc[n+](CC(=O)Nc2ccccc2OC(F)F)c1
  0.1	9	0.0	-11	.	-1	27	8
3) CN1C(=O)c2cc(NC(=O)c3cc(F)cc(F)c3)ccc2OC[C@H]2O[C@H](CC(=O)O)CC[C@@H]21
  2.4	0	0.2	-7	-2	-7	23	3
4) O=C(O)CCNC(=O)CCCn1nnc2ccccc2c1=O
  0.8	-1	0.3	1	-1	-7	2	5
5) CN(C)C(=O)c1ccc(-c2ccc([C@@H]3[C@@H](CO)N4CCCCN(CCC(F)(F)F)C[C@H]34)cc2)cc1
  5.1	-12	0.0	2	?	0	-8	10
6) COc1ccc2ccccc2c1-c1c(OC)ccc2ccccc12
  1.0	0	.	1	26*	-2	.	-2
7) CC(Oc1ccc([N+](=O)[O-])cc1Cl)C(=O)Nc1ccc(C(N)=O)cc1 (stereo not drawn)
  -0.6	3	0.1	.	3	-4	12	8
8) O=C(CSc1ccc(Br)cc1)N1CCOCC1
  -2.9	-17	-0.1	-5	-2	2	24	-26
9) Cc1ccc(C)c(OCCSc2nnc(C)c(=O)[nH]2)c1
  1.6	9	0.3	-3	1	-2	3	-8
10) CC(=O)N(C)C[C@@H]1Oc2ncc(C#Cc3cccnc3)cc2C(=O)N([C@@H](C)CO)C[C@H]1C
  -1.3	-11	-0.8	-6	-7	4	17	.
11) Cc1cc(=O)oc2cc(NC(=O)CC3(CC(=O)O)CCCC3)ccc12
  3.4	2	-0.1	-4	-5	-5	10	5
12) COc1ccc(CCN2CC(C(=O)Nc3nnc(Cc4ccccc4)s3)CC2=O)cc1OC (stereo not drawn)
  -8.0	-3	-0.1	2	-3	2	3	15
13) CC(=O)N(C)Cc1ccc(C(=O)CSc2nnc(C3CC3)n2C2CC2)cc1
  -0.5	-16	-0.1	2	2	-5	-15	-1
14) CN(C)C(=O)C1C2NC(=S)N(c3ccc(Cl)cc3)C1(C)Oc1ccc(Cl)cc12 (stereo not drawn)
  0.3	3	-0.1	9	8	4	-21	-12
15) CC12/C(=N/O)C3C4CC5C3/C(=N/O)C1C5C42 (stereo not drawn)
  -3.5	1	.	-7	3	8	6	.
16) CCN(c1ccccc1)S(=O)(=O)c1cccc(C(=O)NCCOc2ccccc2OC)c1
  2.2	5	-0.1	-1	11	10	-25	14
17) O=C(NCCC(=O)N1CCN(c2ccccn2)CC1)c1ccc([N+](=O)[O-])cc1
  2.8	-10	5.8	-1	-2	-1	-5	1
18) O=C1c2ccccc2/C(=C\C#Cc2ccccn2)N1c1ccccc1
  -3.1	-101	0.0	7	?	7	10	37
19) C[C@@H](NC(=O)C[C@@H]1C=C[C@@H](NC(=O)c2cccnc2)[C@H](CO)O1)c1ccccc1
  0.1	-3	0.4	1	17	2	8	5
20) Cc1cc(C)cc(NC(=O)COc2ccc(C(=S)N3CCOCC3)cc2)c1
  2.2	7	0.3	3	-4	9	-10	14
21) O=c1c2ccccc2c(C=NCc2ccccn2)c(O)n1-c1ccccc1
  1.4	0	0.0	3	2	0	11	13
22) Cc1ccccc1NC(=O)/C=C1\SC(=O)NC1=O
  -1.0	-43	0.0	-2	5	3	-2	-17
23) O=c1[nH]c(=S)[nH]c2c1C(c1cc([N+](=O)[O-])c(N3CCOCC3)cc1N1CCOCC1)O2 (stereo not drawn)
  0.4	4	0.0	0	0	?	9	-3
24) Cc1nnsc1C(=O)N1CCN(c2cc(C(F)(F)F)ccn2)CC1
  -1.2	10	0.1	-8	-2	2	19	7
25) N#CC(C(=O)NC1CCCCC1)=C1CCCCC1
  .	.	0.0	-2	.	.	8	8
26) Cc1ccc(NC(=O)CCNS(=O)(=O)c2cccc3nsnc23)cc1F
  0.8	-8	0.3	1	-3	3	21	-7
27) C[C@@H]1CN([C@H](C)CO)C(=O)c2c(c3ccccc3n2C)-c2ccccc2CO[C@@H]1CN(C)C(=O)NC1CCCCC1
  0.1	10	0.1	10	3	1	4	4
28) CC1=NN(C(N)=S)C(=O)C1N=Nc1cccc(C(=O)O)c1 (stereo not drawn)
  .	32	-0.1	23	20	3	.	21
29) CCN(C[C@H]1N[C@H](CO)[C@H]1c1ccc(-c2cccc(F)c2)cc1)C(=O)COC
  -2.1	-3	0.0	-16	-4	2	-18	-15
30) O=C(O)c1ccc(OCC(O)Cn2c3ccccc3c3ccccc32)cc1 (stereo not drawn)
  -0.8	7	-0.5	0	4	-18	-31	-14
31) CCOC(=O)[C@@H]1C(c2c(OC)cc(OC)cc2OC)=NO[C@@H]1C(=O)OCC
  .	.	0.1	-2	.	.	5	-3
32) Cc1ccc2c(c1)N(CC(=O)N1CCCCC1C)C(=O)CO2 (stereo not drawn)
  -1.5	0	-0.1	-23	-5	5	-2	8
33) COc1cccc(CNC(=O)CN2C(=O)CSc3ccc(S(=O)(=O)N4CCCC4)cc32)c1
  -1.0	-4	0.0	-5	0	1	-8	15
34) Nc1scc[n+]1Cc1cccc2cccnc12
  -0.2	-117	0.0	7	11	1	25	-2
35) CCOc1ccc(NC(=O)CCCn2c(=S)[nH]c3ccsc3c2=O)cc1
  .	9	0.1	-1	-2	-3	-11	3
36) CCC(=O)NC[C@H]1[C@@H](c2ccccc2)[C@H](CO)N1C(=O)C1CCC1
  2.7	-12	0.0	9	15	-3	7	-5
37) CCC(=O)N(C)C[C@@H]1Oc2ncc(-c3ccc(C)cc3)cc2C(=O)N([C@@H](C)CO)C[C@H]1C
  -3.8	1	0.1	-29	22*	-4	16	.
38) C[C@H]1CN([C@@H](C)CO)C(=O)c2cc(Br)cnc2O[C@@H]1CN(C)Cc1ccc2c(c1)OCO2
  -0.1	-9	0.5	-5	-2	7	9	.
39) Cc1ccc(-n2ncc3c(=O)[nH]c(SCC(=O)N4CCC(C)CC4)nc32)cc1C
  -1.2	13	0.0	-13	-2	4	.	15
40) CC(C)NC(=O)N(C)C[C@H]1OCc2ccccc2-c2c(n(C)c3ccccc23)C(=O)N([C@H](C)CO)C[C@H]1C
  0.0	6	0.4	-9	-10	-4	0	.
41) CCn1cc(C(=O)O)c(=O)c2cnc(N3CCN(C(=S)NC(=O)c4ccc(Cl)cc4Cl)CC3)nc21
  -3.5	-3	0.0	-5	2	5	16	-6
42) CCN1CCN(C(c2ccc(C(F)(F)F)cc2)c2ccc3cccnc3c2O)CC1 (stereo not drawn)
  0.5	5	0.1	80*	-2	1	-31	?
43) Cc1nc2cc(NC(=O)C3(C)CCCN(C(C)C)C3)ccc2o1 (stereo not drawn)
  0.6	-13	-0.1	.	?	-8	.	-2
44) CO[C@H]1CN(C)C(=O)c2ccc(NC(=O)C3CCOCC3)cc2OC[C@@H](C)N(Cc2nccs2)C[C@H]1C
  -0.5	3	0.6	-4	-4	-5	10	.
45) CCCC#Cc1cnc2c(c1)C(=O)N([C@@H](C)CO)C[C@@H](C)[C@H](CN(C)C(=O)C1CC1)O2
  0.8	-9	-0.3	-8	-4	5	1	.
46) CCN(CC)c1ccc(S(=O)(=O)N2CCOCC2)cc1NC(=O)COC(=O)c1cccnc1SC
  -1.7	3	-0.1	-2	-1	1	-25	-1
47) CCOC(=O)c1sc(N/N=C/c2ccccc2)nc1C
  .	.	-0.2	1	.	.	14	-156
48) c1ccc2c(c1)nnn2-c1ccncc1
  -1.0	2	-0.1	.	13	3	4	-12
49) CN1C(=O)c2cc(NC(=O)c3cccs3)ccc2OC[C@H]2O[C@@H](CC(=O)N3CCOCC3)CC[C@H]21
  0.3	-5	-0.1	-4	-3	-8	0	-20
50) O=C(CCNS(=O)(=O)c1ccccc1C(F)(F)F)NCCCSc1ccccc1
  0.2	8	0.1	-2	-2	9	22	5
51) CCCn1c(SCC(=O)NNC(=O)c2ccccc2)nnc1-c1cccnc1
  -4.5	1	0.1	-14	-6	3	1	36
52) Cc1ccc(OCCn2ccnc2)c(C)c1
  -2.7	0	0.1	-1	-4	0	-15	2
53) CC(=O)c1cccc(OCC(=O)Nc2cccc(C(=O)Nc3c(C)n(C)n(-c4ccccc4)c3=O)c2)c1
  5.6	-1	0.1	6	-1	12	11	3
54) COc1ccc(NS(=O)(=O)c2cccc3cccnc23)cc1Cl
  -1.2	-3	0.0	17	-4	3	26	11
55) C/C=C/c1cnc2c(c1)C(=O)N([C@@H](C)CO)C[C@@H](C)[C@H](CN(C)Cc1ccc(F)cc1)O2
  0.4	1	-0.8	-4	?	-6	12	0
56) Cc1ccc(C(=O)COC(=O)c2ccco2)cc1C
  3.1	-5	1.1	0	10	4	1	-97
57) C[C@@H]1CC=C[C@H]2[C@H]1C(=O)N(Cc1ccccc1)[C@H]2c1ccc(-c2ccc(N(C)C)cc2)cc1F
  -2.5	28	0.2	-2	.	8	7	-17
58) COCC#Cc1cnc2c(c1)C(=O)N([C@@H](C)CO)C[C@@H](C)[C@@H](CN(C)Cc1ccc(F)cc1)O2
  -2.1	-3	-0.8	0	-4	0	26	.
59) Cc1ccc(C)c(S(=O)(=O)N2CCN(C(=O)CN3C(=O)NC(C)(C)C3=O)CC2)c1
  -4.5	1	0.0	1	-11	-3	-14	-6
60) COc1ccccc1C(=O)COC(=O)CNS(=O)(=O)c1ccc(NC(C)=O)cc1
  2.3	2	0.1	0	-2	4	6	4

Going on with the list:
Results follow in this order: F508del corr	EWS-Fli inh	XiGFP reactiv	ARNT-TACC3 inh	DENV2 CPE	ERp5 inh	GSIS activator	PAX8 reporter
61) CCCN1C[C@H](C)[C@H](OC)CN(C)C(=O)c2cc(NC(=O)Nc3ccccc3F)ccc2OC[C@@H]1C
  0.8	3	0.2	-5	-6	0	4	-25
62) O=C(CNS(=O)(=O)c1ccc(F)c(Cl)c1)N1CCCC1
  -0.5	-3	0.1	-8	2	-4	4	11
63) CC(=O)N1CCN(C(=O)c2c(-c3ccccc3)noc2C)CC1
  -1.1	-11	-0.1	18	-7	3	25	-9
64) COc1ccc(OC)c(NC(=O)c2cccc(NC(=O)c3ccccc3)c2)c1
  -4.2	-21	0.1	8	?	-3	3	6
65) C[C@@H]1CN([C@H](C)CO)C(=O)c2ccccc2-c2ccccc2CO[C@@H]1CN(C)S(=O)(=O)c1ccc(F)cc1
  -2.0	-7	0.0	1	-6	0	9	.
66) CC(=O)c1ccc(OCCCC(=O)Nc2cccc(-c3nn[nH]n3)c2)cc1
  -1.2	1	0.0	20	16	3	-2	-4
67) COc1ccccc1NC(=O)Cn1nnc(-c2ccccc2NC(=O)c2cc3ccccc3oc2=O)n1
  -1.6	-31	.	-10	-5	-2	-7	.
68) Cc1c(C)n2c(SCC(=O)NCc3ccc4c(c3)OCO4)nnc2[nH]c1=O
  1.0	-6	0.1	-9	-1	1	0	-8
69) Cc1cc(-c2ccc(C)c(S(=O)(=O)NCCc3ccc(S(N)(=O)=O)cc3)c2)on1
  2.8	.	0.2	0	3	-3	-1	10
70) CCN1CCC2(CC1)N=C(c1ccc(F)cc1)C(=S)N2C(=O)c1ccc(C)cc1
  .	-1	0.1	.	1	-3	-7	-26
71) S=c1[nH]nc(C2CCCCC2)n1/N=C/C(Cl)=C\c1ccccc1
  .	.	-0.1	3	.	.	5	8

Bioassay records (PubChem)
